Screening data: PubChem, Sanford-Burnham Center for Chemical Genomics
tim10-1 inh = tim10-1 yeast growth inhibition; S. cerevisiae tim10-1 ts strain growth, BacTiter-Glo, 24 h; inhibition, % at 20 µM; 330,000 tested, 2.2% active;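 active = inhibition of at least 40%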;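 also: mutant grown at 25 °C; 0% = DMSO wells with yeast and 100% = wells holding no yeast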
MPTP inh = inhibitors of mitochondrial permeability transition pore | isolated mouse mitochondria, Ca2+ swelling absorbance, 30 min | inhibition, % at 10 µM | 360,000 tested, 1.4% active;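 active = inhibition of 50% or more, scaled per plate between neutral and stimulator controls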;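 also: 0% = DMSO wells given calcium and 100% = 1 mM EGTA wells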
MIN6 prolif = MIN6 beta-cell proliferation induction | MIN6 cells proliferation, ATPlite luminescence, 48 h; cells starved in 0.2% serum; 100% = growth in 10% serum | proliferation, % at 10 µM | 330,000 tested, 0.29% active;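 active = compounds whose signal lies at least 3.5 SD above the mean of all wells on their plate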;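 also: 0% = DMSO-treated cells in low-serum medium and 100% = 10% serum control; some compounds called inactive have numbers as strong as hits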
GRIN3A LBD mod = modulates the human NR3A ligand-binding domain | NR3A LBD differential scanning fluorimetry, Tm shift; 0% = protein alone, 100% = glycine-bound protein | Tm shift relative to glycine control, % at 25 µM | 340,000 tested, 2.5% active;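 active = melting temperature shift of at least 10% of the positive control shift, at one fixed dose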
NALP3 yeast inh = inhibitors of NALP3 inflammasome in yeast. Yeast reconstituted NLRP3/ASC/caspase-1, beta-gal luminescence, 24 h. AID 2825. inhibition, % at 10 µM. 330,000 tested, 0.39% active;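 active = inhibition of 50% or more; inactive = inhibition below 50%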;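 also: plate controls were induced DMSO wells for no effect and uninduced yeast grown without galactose for full effect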
APJ antag = antagonists of human APJ apelin receptor; inhibition, % at 20 µM; P35414; 330,000 tested, 0.32% active; CHO-K1 APJ beta-arrestin complementation, luminescence; AID 2521;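 active = inhibition above about 40% at 20 µM, limit read from the data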;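 also: cells challenged with 10 nM apelin-13 agonist together with compound; plate controls were apelin-13 plus DMSO wells for no effect and DMSO wells lacking apelin-13 for full effect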
Target sequence (P35414 whole entry, looked up): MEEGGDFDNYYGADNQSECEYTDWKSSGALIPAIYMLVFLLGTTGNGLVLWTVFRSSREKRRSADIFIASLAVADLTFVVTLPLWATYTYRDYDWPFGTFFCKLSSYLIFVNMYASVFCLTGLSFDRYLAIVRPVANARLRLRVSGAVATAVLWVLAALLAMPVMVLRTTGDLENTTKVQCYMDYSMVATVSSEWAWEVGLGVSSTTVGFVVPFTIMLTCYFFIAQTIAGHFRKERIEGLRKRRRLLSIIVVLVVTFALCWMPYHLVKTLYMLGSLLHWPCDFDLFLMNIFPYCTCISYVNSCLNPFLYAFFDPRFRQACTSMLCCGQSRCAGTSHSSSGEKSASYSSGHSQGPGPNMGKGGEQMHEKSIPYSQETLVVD
tim23-1 inh = inhibits growth of tim23-1 mutant yeast. S. cerevisiae tim23-1 growth, BacTiter-Glo luminescence, 24 h. inhibition, % at 20 µM. 330,000 tested, 1.3% active;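 active = growth inhibition of the mutant yeast at or above 50%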;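 also: temperature-sensitive mutant grown at 25 °C; plate controls were DMSO-treated mutant yeast for no effect and medium wells lacking yeast for full effect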
APJ agonist = agonists of human APJ apelin receptor. activation, % at 20 µM. CHO-K1 APJ PathHunter beta-arrestin, luminescence; 0% DMSO wells, 100% apelin. 330,000 tested, 0.11% active;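 active = activation more than six SD over the plate average, tested at 20 µM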;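 also: 0% = DMSO alone and 100% = apelin-13 at 10 nM; some results filed as inactive read as strong as hits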
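Test system – PathHunter CHO-K1 APJ (AGTRL-1) beta-arrestin reporter cells · Input – 1000 cells/well · Compound – single test compound dose, 20 µM final, 1% DMSO · Times – compound stimulation 90 min at 25 °C, detection 60 min · Technique – beta-gal luminescence · Read-out basis – APJ–arrestin association signal · Control set – negative DMSO alone, positive Apelin-13 at 10 nM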
TIM10 inh = inhibits growth of TIM10 yeast strain | AID 463195 | S. cerevisiae TIM10 strain growth, BacTiter-Glo luminescence, 24 h | 330,000 tested, 1.4% active | inhibition, % at 10 µM;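 active = inhibition of 40% or more at the single tested concentration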;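 also: wild-type TIM10 isogenic control strain grown at permissive 25 °C; 0% = DMSO yeast wells and 100% = minimal medium wells without yeast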
Numbers without * were called inactive; nt = no result given.

The line under a structure holds: tim10-1 inh	MPTP inh	MIN6 prolif	GRIN3A LBD mod	NALP3 yeast inh	APJ antag	tim23-1 inh	APJ agonist	TIM10 inh
CC(C)CC(=O)c1c[nH]c(C(=O)NCCc2ccccn2)c1
→ 3	6.0	-2	1	10	3	4	-2	-7
C[C@]1(C(=O)NCCc2c[nH]c3ccccc23)C=C[C@@H](Cc2ccccc2)N1C(=O)c1ccccc1
→ 24	-3.1	-6	-4	8	6	8	0	9
CC(Sc1nnc(N)s1)C(=O)Nc1ccc2c(c1)OCCO2 (stereo not drawn)
→ 3	-0.3	-3	1	-11	-22	10	2	-2
COc1cccc(Oc2ccc(S(=O)(=O)N3CCOCC3)cc2[N+](=O)[O-])c1
→ 8	-1.7	0	-2	12	-3	32	0	8
O=C(CSc1ccc(C(F)(F)F)cn1)Nc1ccccc1
→ -11	4.5	-1	0	6	3	6	-4	2
CCN(Cc1ccc2c(c1)OCO2)C(=O)CSc1ncnc2sccc12
→ 2	0.3	2	-2	35	3	21	-3	2
COc1ccc2[nH]c(-c3ccc(C)cc3)cc(=O)c2c1
→ -12	1.2	-7	1	14	6	-6	-4	9
CC(=O)Nc1ccc(N2CCC(C)CC2)c([N+](=O)[O-])c1
→ -2	-2.0	-2	0	28	9	18	-2	-7
NC(=O)C1CCN(CC(=O)Nc2cc(S(=O)(=O)N3CCOCC3)ccc2N2CCCC2)CC1
→ -3	4.7	-3	-2	15	9	4	-2	-4
NNC(=S)Nc1ccc(Cl)cc1
→ 28	0.5	-4	-2	6	11	3	-2	11
COCCNC(=O)/C(C#N)=C/c1c(N2CCN(c3ccccc3)CC2)nc2c(C)cccn2c1=O
→ 15	1.4	5	1	17	-24	22	-3	11
CCc1cc(CNC(=O)C2CCC(=O)N(Cc3ccc(Cl)cc3)C2)on1 (stereo not drawn)
→ 4	-0.6	-1	-2	9	-9	-6	-2	4
COc1ccccc1-n1c(CNC(=O)c2ccco2)nnc1SCC(=O)Nc1nccs1
→ -2	0.2	8	-6	16	11	-10	-5	0
N#CCCn1c(Cl)nc2ccccc21
→ 29	-1.2	-1	0	16	5	9	-6	1
CC1CCN(C(=O)C2COc3ccccc3O2)CC1 (stereo not drawn)
→ -22	-2.3	1	1	8	8	-4	-2	-11
O=C(NC(Cc1ccccc1)C(=O)O)/C(=C/c1ccc(Cl)cc1)NC(=O)c1ccco1 (stereo not drawn)
→ 9	0.2	0	-2	35	9	24	-1	-1
O=C(CN1C(=O)S/C(=C\C=C\c2ccccc2)C1=O)N1CCOCC1
→ -6	2.5	-3	1	23	-15	27	-4	0
Cc1nc([N+](=O)[O-])c(NCCCO)n1Cc1ccccc1
→ -6	-0.2	0	-2	17	15	11	0	-11
CC(C)C(NC(=O)C1CCC(C(C)(C)C)CC1)C(=O)NCCc1ccc(S(N)(=O)=O)cc1 (stereo not drawn)
→ -8	0.2	-1	2	18	-19	4	-2	-3
COc1ccc(-c2cc(NCCc3ccncc3)n3ncnc3n2)cc1
→ 2	-0.6	0	2	8	10	13	0	-6
CCCN1Cc2cccc(C(=O)NC(CC(=O)OCC)c3ccc(OCC)c(OC)c3)c2C1=O (stereo not drawn)
→ 7	1.7	3	7	0	10	6	-2	17
COc1ccc(OCCSc2nnc(-c3ccoc3C)n2C)cc1
→ 3	-1.8	1	-4	16	7	4	-1	3
Cc1ccc(NC(=S)N(CCN2CCOCC2)Cc2ccccc2F)cc1Cl
→ 37	-0.8	0	-3	-3	2	6	-2	35
C=CCNS(=O)(=O)c1cc2c3c(c1)CCN3C(=O)CC2
→ 14	1.5	1	0	7	-5	9	-2	-10
COc1ccc(CNc2nccs2)cc1OC
→ 8	0.1	1	0	3	11	17	1	5
O=C(COc1ccc([N+](=O)[O-])cc1)Nc1ccc(CN2CCOCC2)cc1
→ -10	2.5	0	1	7	4	0	-3	7
COc1ccc(-n2nc(C(=O)NCC(=O)NCCCN3CC(C)CC(C)C3)c3ccccc3c2=O)cc1OC (stereo not drawn)
→ -7	-0.6	0	-2	-2	-1	-2	-2	5
O=C(c1cccc(S(=O)(=O)N2CCN(c3ccc(F)cc3)CC2)c1)N1CCCC(C(F)(F)F)C1 (stereo not drawn)
→ 9	73*	-8	0	-13	11	14	0	-2
CCCCn1c(N)c(N(CC(C)C)C(=O)CCNC(=O)c2ccc(Cl)cc2)c(=O)[nH]c1=O
→ 23	0.8	2	1	21	-27	6	9	3
C=CCNC(=O)COC(=O)c1ccc(Cl)c(S(N)(=O)=O)c1
→ 13	-1.1	2	1	-7	-14	9	-4	-8
NS(=O)(=O)c1ccc(NS(=O)(=O)c2ccc(NC(=O)c3ccc(-c4ccccc4)cc3)cc2)cc1
→ 5	1.9	-1	23*	18	6	-16	-3	1
CCCC12CN(C(=O)c3ccc(OC)cc3)CC(C)(CN(C(=O)c3ccc(OC)cc3)C1)C2=O
→ 18	-6.4	1	0	4	-2	25	-3	2
Cc1ccc2cc3c(NS(=O)(=O)c4cccc5nonc45)nn(CC(C)C)c3nc2c1
→ 24	-1.4	-3	-9	16	21	13	-5	6
CC(C(=O)OCC(=O)Nc1ccc(S(=O)(=O)N2CCCCC2)cc1)N1C(=O)c2ccccc2C1=O (stereo not drawn)
→ 22	1.7	-1	-7	22	-12	6	7	12
COc1cc2c(cc1OC)C(C(=O)NCc1ccco1)C(c1cccs1)N(C)C2=O (stereo not drawn)
→ 5	-0.5	4	-2	-7	1	5	-3	2
COc1ccc(-c2sc3cc(OC)c(OC)cc3c2C#CCO)cc1
→ 9	0.8	0	0	7	-16	25	0	-3
COc1ccc(Nc2ncc3c(n2)CC(c2ccc(C)cc2)CC3=O)cc1 (stereo not drawn)
→ 25	3.5	-1	-2	5	7	8	-4	33
Cc1ccc(/C=N/Nc2ccc(C(=O)O)cc2)o1
→ 6	-0.4	1	2	19	-43	18	0	1
CCOC(=O)C(N)CSC1CC(=O)N(c2ccc(OC)cc2)C1=O (stereo not drawn)
→ 17	-0.6	-4	1	25	10	12	-4	-4
Fc1ccccc1Cc1ccc(Cl)nn1
→ 6	2.0	-2	-1	7	-38	19	-3	7
C=CCOc1nc2c(c(=O)n(C)c(=O)n2C)n1Cc1ccc(Cl)cc1Cl
→ 15	8.7	-6	1	3	36	11	-5	-13
CC1(C)Cc2ccccc2-c2[nH]c(=S)[nH]c(=O)c21
→ 5	0.0	-1	1	22	7	14	0	6
CCc1ccc(-c2cc(C)no2)cc1S(=O)(=O)Nc1ccccn1
→ 5	-1.6	-2	0	-2	20	14	0	-3
COc1ccc(C2NC(=O)c3ccccc3N2)cc1OC (stereo not drawn)
→ 22	0.8	-1	1	-4	10	11	-2	10
COC(=O)c1ccc(CC(=O)c2nc3ccccc3s2)cc1
→ 14	26	3	-5	-40	27	4	-7	8
FC(F)(F)c1ccc2c3n(nc2c1)CCN=C3c1ccc(Cl)cc1
→ 34	-0.2	-6	-7	12	8	36	9	22
CC(C)CCN1CC(C(=O)NCCC2=CCCCC2)CC1=O (stereo not drawn)
→ 16	0.6	-4	2	23	-14	24	0	14
Cc1ccc(C2CC(=O)NC(SCCC(C)C)=C2C#N)cc1 (stereo not drawn)
→ 20	-1.2	6	2	-2	9	17	-1	24
CCn1cc(C(=O)Nc2cccc(C)c2)c(=O)c2ccc(C)nc21
→ -29	nt	3	nt	18	1	-6	-2	-20
Cc1cc(NC(=O)Nc2cc(F)ccc2C)n(C)n1
→ -1	-1.6	-1	-1	7	-3	-4	-3	11
CCOC(=O)N1CCN(c2nc(-c3ccc(F)cc3)cs2)CC1
→ 26	0.2	-4	4	11	8	24	-2	25
COc1ccc(CNC(=O)c2ccncc2)cc1
→ -5	0.2	0	-1	-2	5	-12	-8	-2
CCN(CC)C(=O)Cn1nnc(-c2ccc(C)o2)n1
→ 7	-2.4	4	2	-1	28	7	-4	5
O=C(Nc1ccccc1N1CCOCC1)c1ccc([N+](=O)[O-])cc1
→ 15	-0.5	0	-2	17	17	1	4	19
c1cnc2cc(-c3ccsc3)ncc2c1
→ -2	-0.8	6	1	18	-4	-10	1	5
COc1ccc(S(=O)(=O)Nc2cc3c4c(c2)CCN4C(=O)CC3)cc1OC
→ -4	0.0	4	0	2	14	-5	-6	-9
Cc1ccccc1NC(C)C(=O)N/N=C/c1c[nH]c2ccccc12 (stereo not drawn)
→ 20	-1.3	0	-12	6	-22	17	-2	3
O=S(=O)(NC1CCCCC1N1CCN(c2ccc(F)cc2)CC1)c1ccc(Cl)cc1 (stereo not drawn)
→ 38	-0.1	-4	2	15	9	43	1	20
CCC(C)N=C1CC(C)(C)CC(=O)/C1=C(/O)Cc1ccccc1 (stereo not drawn)
→ 30	1.3	3	0	21	24	27	-4	11
O=C1OCc2cc(NC(=O)C34CC5CC(CC(C5)C3)C4)ccc21
→ 18	2.5	-2	-4	1	8	22	0	-3

Other records follow:
The line under a structure holds: tim10-1 inh	MPTP inh	MIN6 prolif	GRIN3A LBD mod	NALP3 yeast inh	APJ antag	tim23-1 inh	APJ agonist	TIM10 inh
Cc1ccc(/C(O)=C2\C(=O)C(=O)N(c3cc(C)on3)C2c2cccc(Br)c2)cc1 (stereo not drawn)
→ 16	-20	-5	-5	-9	17	10	-5	14
CCN(C[C@H]1N[C@@](C)(C(=O)OC)[C@H]2C(=O)N(C)C(=O)[C@@H]12)C(=O)COc1ccccc1
→ -17	0.3	-2	3	15	-4	-3	-2	4
C/C(=N\NC(=O)c1cccc(S(=O)(=O)Nc2ccccc2Cl)c1)c1ccco1
→ 11	-0.6	-2	-3	10	2	9	-3	5
O=C(NC(=S)NCCC1=CCCCC1)c1cccnc1
→ 39	2.2	0	0	-37	10	43	2	54*
COc1cc2c(cc1OC)CN(C(=O)c1cc(S(=O)(=O)N3CCOCC3)c(Cl)cc1Cl)CC2
→ 16	-1.2	-2	-1	-1	-12	16	-1	22
Cc1ccc(CN2CCN(/N=C/c3ccc(O)c(O)c3)CC2)cc1
→ 9	1.1	0	2	17	-8	8	0	-14
O=C(COC(=O)Cc1ccc(S(=O)(=O)N2CCOCC2)s1)Nc1ccc2c(c1)OCO2
→ 14	-0.7	1	3	2	13	17	-1	12
CCc1ccc(NC(=O)CSc2nc(CSc3ccc(C)cc3)cc(=O)[nH]2)cc1
→ -2	29	-3	-6	-5	-12	9	1	-12
CCn1ccc(C(=O)NCc2ccc3c(c2)OCO3)n1
→ -9	-0.3	4	2	-10	9	6	0	11
COc1ccc(-c2sc3ccccc3c2-c2ccc(OCCN(C)C)cc2)cc1
→ 14	-0.1	-6	-5	30	13	3	-1	-11
Cc1ccc(S(=O)(=O)NCCN2CCOCC2)s1
→ -4	-0.4	1	1	14	-1	-14	-1	2
NC(=O)C1CCN(C(=O)CCC(=O)c2cccs2)CC1
→ 7	0.4	-1	0	-3	0	11	-4	-1
Cc1onc(-c2c(F)cccc2Cl)c1C(=O)c1ccccc1
→ -26	0.1	0	-1	33	-15	12	-6	-10
Cc1cccc(NC(=O)C2CCN(C(=O)c3ccc(F)cc3)CC2)n1
→ -5	-0.3	-1	-1	9	10	-2	-6	-1
CCOc1ccc(OCCSc2ccc(S(=O)(=O)N3CCN(C)CC3)cn2)cc1
→ 38	0.3	-3	-13	43	16	50	-2	46*
CCOc1ccc(NS(=O)(=O)c2ccc(C(=O)NCC3(N4CCCCC4)CCCCC3)cc2)cc1
→ 3	0.6	-1	0	5	11	4	-2	2
